# Bioassay records (PubChem)
# mcGAS MS inh – inhibitors of mouse cGAS; recombinant mouse cGAS, cGAMP by RapidFire MS; hit rate 0.18% among 130,000; inhibition, % at 12.5 µM; AID 1259397; Q8C6L5;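 active = inhibition of cGAS enzyme activity at or above 60%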;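 also: enzyme stimulated by 45 bp dsDNA with ATP and GTP substrates; cGAMP share of summed cGAMP plus half ATP and half GTP signals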
# Target sequence (Q8C6L5 whole entry, looked up): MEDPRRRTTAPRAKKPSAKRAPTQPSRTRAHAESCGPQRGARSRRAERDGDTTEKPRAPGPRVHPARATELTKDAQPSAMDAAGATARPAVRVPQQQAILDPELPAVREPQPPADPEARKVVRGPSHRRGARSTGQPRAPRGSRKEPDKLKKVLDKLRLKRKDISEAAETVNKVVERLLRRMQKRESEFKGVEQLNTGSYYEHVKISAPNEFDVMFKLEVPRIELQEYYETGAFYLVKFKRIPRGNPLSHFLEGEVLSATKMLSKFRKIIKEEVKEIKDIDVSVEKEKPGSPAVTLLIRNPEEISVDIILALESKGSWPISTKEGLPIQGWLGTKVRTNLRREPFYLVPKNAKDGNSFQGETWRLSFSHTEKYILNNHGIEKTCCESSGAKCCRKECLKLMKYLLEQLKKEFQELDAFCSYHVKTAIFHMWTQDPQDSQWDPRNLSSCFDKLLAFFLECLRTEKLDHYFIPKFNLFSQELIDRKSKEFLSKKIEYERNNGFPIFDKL
# The depositor's hits bear a star; & = joins results of further samples.
# The opening 3 entries, ahead of the listing:
mcGAS MS inh,SMILES
-1,CCCCCC=CCC1CC(=O)N(CCCn2cccn2)C1=O (stereo unspecified)
-4,CCOC(=O)c1ccc(NN2C(=O)CCC2=O)c([N+](=O)[O-])c1
-3,CCN1CCN(c2nc3c(c(=O)n(C)c(=O)n3C)n2CCSc2nc(C)cc(C)n2)CC1

# This part in full, repeating the preview:
mcGAS MS inh,SMILES
-1,CCCCCC=CCC1CC(=O)N(CCCn2cccn2)C1=O (stereo unspecified)
-4,CCOC(=O)c1ccc(NN2C(=O)CCC2=O)c([N+](=O)[O-])c1
-3,CCN1CCN(c2nc3c(c(=O)n(C)c(=O)n3C)n2CCSc2nc(C)cc(C)n2)CC1
-12,Cc1nc(/C(C#N)=C/c2ccco2)sc1C(=O)Nc1ccccc1
-31,CC(C(=O)N1CCCC1)n1cc([N+](=O)[O-])cn1 (stereo unspecified)
-1,N#Cc1c(N)n(CCNC(=S)Nc2ccccc2)c2nc3ccccc3nc12
6,CCOc1ccc(C2=NOC(C)C(=O)N2Cc2cccc(C#N)c2)cc1 (stereo unspecified)
-6,OCC1(Cc2ccccc2F)CCCN(Cc2nc(-c3ccccc3)cs2)C1 (stereo unspecified)
-1,O=C(NCCOc1ccc(C(F)(F)F)cc1)C1CSc2ccccc2O1 (stereo unspecified)
-18,C(=Nn1c(-c2ccccc2)csc1=NCc1ccccc1)c1cccnc1
-5,CN(Cc1cnn(C)c1)S(=O)(=O)N1CCSCC1
-15,COc1nn(C)cc1C(=O)Nc1ccc(C(C)=O)cc1
-13,COc1cc(-c2nnc(SCc3nc4ccccc4o3)o2)cc(OC)c1OC
-20,Cc1nc2c(c(N3CCCC3)n1)CCN(C(=O)C(=O)N1CCOCC1)C2
0,CCOC(=O)c1ccc(N2CCn3c2nc2c3c(=O)n(CCOC)c(=O)n2C)cc1
-6,CCOC(=O)N1CCN(C(c2cccnc2)c2c(O)cc(C)n(CC)c2=O)CC1 (stereo unspecified)
-3,O=C1CCCN1c1ccc(S(=O)(=O)NCc2ccc(-c3ccc(Br)cc3)o2)cc1
-8,COc1ccc(C(C)(C)C)cc1NC(C)C(=O)NC(N)=O (stereo unspecified)
-6,CC(Oc1ccc(Cl)cc1)C(=O)NNC(=O)C1COc2ccccc2O1 (stereo unspecified)
-5,CCNC(=O)C1(C)CCN1C(=O)Cc1ccc(C(C)(C)C)cc1 (stereo unspecified)
-9,CSc1ccccc1C(=O)NC1CCCN(CCCc2ccccc2)C1 (stereo unspecified)
-10,O=C(CCN1CCCCO1)NCCc1nc(-c2cccnc2)n[nH]1
-8,COC(=O)N1CCC(O)(C#N)CN1C(=O)OC (stereo unspecified)
-8,Cc1cc(C(=O)COc2ccc(Cl)c3c2C(=O)CC3C)c(C)n1-c1ccccn1 (stereo unspecified)
-6,Fc1ccc(Nc2nc(-c3cccs3)cs2)cc1
-9,O=C(CCCc1nc2ccccc2s1)NCCCCOc1ccccc1
0,CN1C(=O)Cc2cc(S(=O)(=O)Nc3ccc(N4CCCC4=O)cc3)ccc21
-6,CCN1CC(CN(C)Cc2cn(Cc3ccccc3)nc2-c2cc3ccccc3o2)CC1=O (stereo unspecified)
9,CCn1c(=O)n(CC(O)c2ccc3c(c2)OCCO3)c2ccccc21 (stereo unspecified)
-9,O=C(NCC1CN(Cc2ccccc2)CCO1)c1ccc2nc[nH]c2c1 (stereo unspecified)
-7,Cc1ccc(-c2nc(CC(=O)Nc3cn(C)c(=O)cc3C)cs2)cc1
-4,NC(=O)C1CCN(CC(=O)Nc2oc3ccc(Cl)cc3c(=O)c2-c2ccccc2)CC1
-1,Cc1cc(C)n(-c2nc3ccccc3n3cnnc23)n1
-1,OCCC1CN(CC2CCCCC2)CCN1CC1CCCCC1 (stereo unspecified)
-4,CS(=O)(=O)c1ccc(Nc2nc(C(=O)NCc3ccco3)cs2)cc1
-6,COc1ccc(C(=O)C2CCCN(C(=O)CSc3nc(C)cs3)C2)cc1F (stereo unspecified)
-6,CC(=Nc1ccc(N=C(C)C2=C(O)CC(C)(C)CC2=O)cc1)C1=C(O)CC(C)(C)CC1=O
-13,Cc1csc(C2(NC(=O)Nc3cccc(C#N)c3)CCCC2)n1
-4,O=C1CC(C2(c3ccccc3)NC(=O)N(C3CC4COC(O4)C3=O)C2=O)C2COC1O2 (stereo unspecified)
-7,CCOC(=O)C1(C)CCCCN1C(=O)c1ccc2ccccc2n1 (stereo unspecified)
-2,O=C(N=Nc1c(O)n(Cc2ccc(Cl)cc2)c2ccccc12)C1CCCO1 (stereo unspecified)
0,Cc1ccsc1CNC(=O)N1CCN(c2ccccc2)CC1
-2,N#CCCN(Cc1cccnc1)Cn1nc(-c2cc(-c3ccccn3)nc3ccccc23)oc1=S
5,CNC(=O)c1cnc(/C=C/C2=Cc3cc(Cl)ccc3OC2)s1
-14,O=C(CCc1cccnc1)N1C[C@H]2OC(=O)N(CCN3CCCCC3)[C@H]2C1
-7,COC(=O)c1cc(-c2ccco2)nc2c1c(-c1ccco1)nn2C1CCS(=O)(=O)C1 (stereo unspecified)
-13,Nc1nc(C2CC2)c(Sc2sc(N)nc2C2CC2)s1
-12&-11,Cc1cc(C(=O)NCc2ccco2)cc(S(=O)(=O)N(C)C)c1C
-6,CC(C)COc1ccc(C(C)(C)C(=O)OC2CCOC2)cc1 (stereo unspecified)
-16,CN(CC(=O)c1ccc(O)cc1)C(=O)c1cc2ccccc2n1C

# Following part:
mcGAS MS inh,SMILES
2,Cc1ccc(-c2cccc(CN3CCCC(O)(CO)CC3)c2)o1 (stereo unspecified)
-17,Cc1cccc(NC(=O)Nc2ccccc2CS(C)(=O)=O)c1C
-4,C=Cc1ccc(C(=O)N2CCCC(Nc3ccc(F)cc3)C2)cc1 (stereo unspecified)
-6,CC(=O)Nc1nc(=O)c2ccccc2s1
-15,CN1CCN(C(=O)c2cc3n(n2)CCN(Cc2c[nH]c4ccc(F)cc24)C3)CC1
-6,Cn1c(=O)[nH]c(=O)c2c1nc(CN1CCOCC1)n2CCCc1ccccc1
-8,Cc1cccn2c(CNC(=O)CSc3ncccn3)cnc12
0,O=C(NC1CCN2CCCCC12)c1cccc2c3c([nH]c12)CCCC3 (stereo unspecified)
1,Cc1cc(C(C)(C)C)ccc1OCC(O)Cn1c(=O)ccn(C)c1=O (stereo unspecified)
-3,CCn1nnc2cc(C(=O)OCC(=O)Nc3ccccc3F)ccc21

# Exported comma-delimited: 5 of the compounds above
SMILES,mcGAS MS inh
Cc1ccc(-c2cccc(CN3CCCC(O)(CO)CC3)c2)o1 (stereo unspecified),2
C=Cc1ccc(C(=O)N2CCCC(Nc3ccc(F)cc3)C2)cc1 (stereo unspecified),-4
Cn1c(=O)[nH]c(=O)c2c1nc(CN1CCOCC1)n2CCCc1ccccc1,-6
CC(=O)Nc1nc(=O)c2ccccc2s1,-6
CCn1nnc2cc(C(=O)OCC(=O)Nc3ccccc3F)ccc21,-3

# The list goes on.
mcGAS MS inh,SMILES
1,CCC(O)C1CCCCN1CCS(=O)(=O)C(C)C (stereo unspecified)
-13,Cc1cc(Cl)ccc1N=Cc1nc(-c2ccccc2Br)oc1O
-5,CC1Cc2nc(SCC(=O)c3ccccc3)n(-c3ccccc3)c(=O)c2S1 (stereo unspecified)
-7,Cc1cc(C)cc(Cn2c(C)c(C(=O)N(C)Cc3ccc(F)cc3)sc2=O)c1
-3,CCOC(=O)c1c(N)nn(C(=O)CC)c1-c1ccccc1
-5,Cc1ccc2[nH]nc(C(=O)N3CCCC(N4CCN(c5ccccc5C)CC4)C3)c2c1 (stereo unspecified)
-4,CCCCN(C)C(=O)c1sc(=O)n(CCc2ccccc2)c1C
-4,COc1ccc(C(=O)Nc2ccccc2OC)cc1F
-22,O=c1[nH]c(/C=C/c2cccs2)nc2ccc(Br)cc12
0,CC(c1nc(N)nc(N(C)C)n1)N1CCN(c2ccc(F)cc2)CC1 (stereo unspecified)
2,O=C(NCCOc1ccc2nnc(-c3cccc(F)c3)n2n1)c1cc(-c2ccccc2)n[nH]1
-3&2,O=C1NC(c2ccccc2F)C(C(=O)C(F)(F)F)C(O)(c2ccccc2)N1 (stereo unspecified)
-18,Cc1cc(C)n(CC(C)NCc2nc(Cc3ccccc3F)no2)n1 (stereo unspecified)
-28,Cc1nn(C)c(C)c1-c1ccnc(N(C)Cc2cc(-c3ccccn3)no2)n1
-18,Cc1cc(C(=O)N2CCC2(C)C(=O)NCC(C)(C)C)nn1C (stereo unspecified)
-7,O=C(CN(C1CC1)C1CCCCC1C1CCCCC1)N1CCC1 (stereo unspecified)
8,COc1cccc(C(=O)N(C)CC(=O)Nc2ccc(F)cc2)c1
-2,Cc1sc2ncnc(N=Nc3c(O)[nH]c4ccc(C(C)C)cc34)c2c1C
0,Cc1ccc(F)cc1NC(=O)C(C(C)C)n1nnc(-c2ccccc2)n1 (stereo unspecified)
-2,COc1ccc(NC(=O)Cn2ccnc2-c2ccnc(N3CCSCC3)c2)cc1OC

# Reformatted as labelled records: entries from further up.
CN1C(=O)Cc2cc(S(=O)(=O)Nc3ccc(N4CCCC4=O)cc3)ccc21
  mcGAS MS inh: 0
CCN1CC(CN(C)Cc2cn(Cc3ccccc3)nc2-c2cc3ccccc3o2)CC1=O (stereo unspecified)
  mcGAS MS inh: -6
CCn1c(=O)n(CC(O)c2ccc3c(c2)OCCO3)c2ccccc21 (stereo unspecified)
  mcGAS MS inh: 9
O=C(NCC1CN(Cc2ccccc2)CCO1)c1ccc2nc[nH]c2c1 (stereo unspecified)
  mcGAS MS inh: -9

# Additional structures follow:
mcGAS MS inh,SMILES
6,Cc1cc2cc(CNC(=S)Nc3ccc(F)cc3)ccc2n1C
-4,COc1ccc(CN2CCN(Cc3nc(C(C)C)cs3)CC2CCO)c(C)c1C (stereo unspecified)
-42,CCC1=NN(C(=O)c2ccccc2Cl)C(O)(C(F)(F)F)C1 (stereo unspecified)
-8,CN1C(=O)CC(C(=O)Nc2cccc(Cl)c2)SC1=Nc1ccccc1 (stereo unspecified)
-8,O=C(NC1CCCC1)c1c(O)c2c([nH]c1=O)CCCC2
-11,COC(=O)c1cc(OC)ccc1-c1ccc(NC(C)=O)cc1
-13,CCOC(=O)COn1c(=O)c(-c2ccc(Oc3ccccc3)cc2)[n+]([O-])c2ccccc21
-13,C=CCNc1nnc(C(C)(C)C)c(=O)[nH]1
-12,O=C(CN1CCN(C(=O)C2CC2c2cccc(Cl)c2)CC1)N1CCCCCC1 (stereo unspecified)
1,O=C(CCC(=O)N1CCC2(CC1)CC(=O)c1ccccc1O2)c1ccc(CCCC2CC2)cc1
-7,CN(C1CCS(=O)(=O)C1)S(=O)(=O)c1ccc2ccccc2c1 (stereo unspecified)
-25,CC(C)(C)c1ncc2c(n1)CN(C(=O)C1CCS(=O)(=O)CC1)C2
-11,CC(C)CNC(=O)NC(=O)C(C)N1CCCN(c2ncccn2)CC1 (stereo unspecified)
4,CCC(=O)NC(c1ccccc1)c1ccc2nc[nH]c2c1 (stereo unspecified)
-15,Nc1cccnc1S(=O)(=O)c1cccc(C(F)(F)F)c1
-6,COC(=O)c1cccc(C(=O)N2CCCC(Nc3ccc(C)c(C)c3)C2)c1 (stereo unspecified)
-1,CS(=O)(=O)N1CCC(Oc2cccc(C(=O)NCCCc3ccccc3)c2)CC1
-5,Cc1ccnc(C(NC(=O)C(=O)N2CCc3ccccc32)C2CC2)c1 (stereo unspecified)
-13,CC(=O)N1N=C(Cc2ccccc2)OC1C(=O)Nc1ccc(C(C)(C)C)cc1 (stereo unspecified)
3,Oc1cccc2cnccc12
-1,Cc1cccc(C(=O)NCCNc2ncccn2)c1C
6,O=C(CCn1ncc(=O)c2ccccc21)OCc1ccno1
-5,O=C(NC1CCCC1)C1CCCN(S(=O)(=O)N2CCCCC2)C1 (stereo unspecified)
-7,CC(C)n1cc(C(=O)N2CCNCC2)c2nn(-c3ccccc3)c(=O)c-2c1
0,Cc1ccc(C(=O)N2CC(C)OC(C)C2)c(C2CCN(C(=O)CC(C)C)CC2)n1 (stereo unspecified)
-4,CCN(Cc1nc(C(C)(C)C)no1)c1cccc(F)c1
-9,COC(C)(C)CNS(=O)(=O)c1c(F)cccc1Br
-3,CCn1ncc(CNC(=O)CCCSc2nc(-c3ccco3)cc(C(F)(F)F)n2)c1C
-4,CC[C@H](C)C(=O)N1CCC2(CCN(C)C2=O)CC1
-7,O=C(N1CCCC1)C12CC3CC(CC(C3)C1)C2
-3,O=C(c1cccc(OCc2cccnc2)c1)N1CCC(N2CCOCC2)C1 (stereo unspecified)
-4,COCCCn1c(CN2CCN(C(C)C)CC2)cnc1S(=O)(=O)C1CCCC1
-28,O=C(c1ccco1)N1CCCC(NS(=O)(=O)NCc2ccccc2)C1 (stereo unspecified)
9,O=C1OCCC1N1CCN(S(=O)(=O)c2ccc([N+](=O)[O-])cc2)CC1 (stereo unspecified)
-6,Brc1cc2c(s1)CNCC2
-7,CC(C)N1CCCC(Nc2cccc(CO)c2)C1=O (stereo unspecified)
2,CC(=O)c1ccc(OCCCC(=O)NC2CCOc3ccccc32)cc1 (stereo unspecified)
-6,O=C(NCc1ccccc1)c1cccnc1N1CCCC1
-6,O=C(CN1CCOCC1)N1CCN(Cc2nc3ccccc3c(=O)[nH]2)CC1
-6,CCCc1cc(C(=O)N2CCCCC2CCc2ccc(O)cc2)n[nH]1 (stereo unspecified)
-7,O=C(CNCCN1CCCC1)N1CCc2sccc2C1COc1ccc(F)cc1 (stereo unspecified)
0,CSc1ccc(CN(C(=O)c2ccc(C(C)=O)s2)C2CC2)cc1
2,CSc1nc(C(=O)N2CCCC(Nc3ccc(F)cc3)C2)cs1 (stereo unspecified)
-11,C=C(C)COc1ccccc1C(=O)NCCNS(C)(=O)=O
-30,CS(=O)(=O)c1cccc2sc(Cl)nc12
-7,O=[N+]([O-])c1cc(S(=O)(=O)N2CCCC2)ccc1NC1CCS(=O)(=O)C1 (stereo unspecified)
-10,O=C(c1ccc(CN2CCCCC2)cc1)N1CCCC1Cn1cccn1 (stereo unspecified)
-31,CCN(C(=O)c1cccc(NC(=O)[C@@H]2CCC(=O)N2)c1)c1ccccc1

# Not all compounds are listed; the hit share may differ from the screen's.
